Compound activity as filed in PubChem.
GPR151 activ = human GPR151 activation. Q8TDV0. PathHunter beta-arrestin GPR151 cells, luminescence. activation, % at 11.2 µM. 650,000 tested, 1% active; in the data active = activation above about 4.9%;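 note: 0% = median of compound wells and 100% = cells with positive control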
Target sequence (Q8TDV0 whole entry, looked up): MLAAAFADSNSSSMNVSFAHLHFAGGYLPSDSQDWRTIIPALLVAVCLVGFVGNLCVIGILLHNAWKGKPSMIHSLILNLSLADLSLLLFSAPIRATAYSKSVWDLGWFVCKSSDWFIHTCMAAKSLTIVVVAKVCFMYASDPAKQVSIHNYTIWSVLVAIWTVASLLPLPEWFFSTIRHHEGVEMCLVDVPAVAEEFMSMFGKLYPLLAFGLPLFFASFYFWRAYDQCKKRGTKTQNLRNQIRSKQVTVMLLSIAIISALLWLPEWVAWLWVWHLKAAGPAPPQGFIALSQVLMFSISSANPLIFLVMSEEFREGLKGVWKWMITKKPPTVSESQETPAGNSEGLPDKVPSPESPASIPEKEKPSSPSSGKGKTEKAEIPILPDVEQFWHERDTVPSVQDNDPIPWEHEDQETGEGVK
FBW7 activator = human FBW7 E3 ligase activation, primary screen; Q969H0; AlphaScreen FBW7–phospho-cyclin E peptide binding, activator screen; normalized activity (activation), % at 26.1 µM; 650,000 tested, 0.13% active; AID 1259310; in the data active = normalized activity above about 1.9%;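 note: purified mutant Fbw7 with reduced substrate affinity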
Target sequence (Q969H0 whole entry, looked up): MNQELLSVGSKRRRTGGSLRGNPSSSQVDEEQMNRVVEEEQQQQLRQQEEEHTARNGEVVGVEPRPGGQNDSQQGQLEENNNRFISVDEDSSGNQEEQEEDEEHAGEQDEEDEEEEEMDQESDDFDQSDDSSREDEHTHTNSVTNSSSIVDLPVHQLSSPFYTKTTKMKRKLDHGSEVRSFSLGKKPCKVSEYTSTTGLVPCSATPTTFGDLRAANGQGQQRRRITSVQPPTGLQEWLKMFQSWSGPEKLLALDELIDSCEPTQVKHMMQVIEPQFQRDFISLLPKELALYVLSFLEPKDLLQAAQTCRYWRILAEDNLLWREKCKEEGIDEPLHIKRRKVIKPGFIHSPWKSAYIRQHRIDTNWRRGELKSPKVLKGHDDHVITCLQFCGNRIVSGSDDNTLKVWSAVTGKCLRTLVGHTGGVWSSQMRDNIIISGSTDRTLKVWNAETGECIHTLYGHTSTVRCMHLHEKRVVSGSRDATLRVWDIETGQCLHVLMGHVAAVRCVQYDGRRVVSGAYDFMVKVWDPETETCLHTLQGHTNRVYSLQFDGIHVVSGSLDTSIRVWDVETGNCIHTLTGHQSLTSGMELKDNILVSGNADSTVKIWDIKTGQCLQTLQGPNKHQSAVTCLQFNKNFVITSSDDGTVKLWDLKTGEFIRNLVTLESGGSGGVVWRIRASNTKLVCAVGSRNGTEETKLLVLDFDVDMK
MITF inh = human MITF inhibition, primary screen; AlphaScreen MITF homodimerization, bead proximity signal; inhibition, % at 2.6 µM; 650,000 tested, 0.91% active; in the data active = inhibition above about 50%;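 note: 0% = vehicle wells with protein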
TEAD-YAP block = TEAD-YAP interaction inhibition; HEK-TIYL cells, TEAD-Gal4/YAP UAS-luciferase luminescence; inhibition, % at 9.12 µM; 640,000 tested, 1.4% active; in the data active = inhibition above about 32%;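 note: 0% = median of test compound wells and 100% = reference inhibitor wells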
Active calls of the source: *.

Screening COc1cc(CNc2ccc3ncc(-c4cccc(F)c4)n3n2)cc(OC)c1OC returned GPR151 activ 0.3, FBW7 activator 0.0, MITF inh 11 and TEAD-YAP block 0.
For Cc1nc(/C=C2\C(=O)C=Cc3ccccc32)c(O)o1 the results were GPR151 activ -1.1, FBW7 activator -0.1, MITF inh 1 and TEAD-YAP block -9.
Screening CC(C)(Oc1ccc(Cl)cc1)C(=O)Oc1coc(CSc2ncccn2)cc1=O returned GPR151 activ 0.2, FBW7 activator -0.1, MITF inh 7 and TEAD-YAP block 4.
`Cc1ccc(C)c(-c2csc(=Nc3ccc(F)cc3)n2CCCO)c1` gave GPR151 activ 1.4, FBW7 activator -0.3, MITF inh 15 and TEAD-YAP block 8.
`CCOC(=O)C1=C(C)N=c2s/c(=C\c3ccccc3OCC)c(=O)n2C1c1ccccc1OC(C)C` (stereo not given) gave GPR151 activ 1.1, FBW7 activator -0.1, MITF inh -12 and TEAD-YAP block -12.
COc1ccc(CCNc2cc(N3CCN(C)CC3)ccc2[N+](=O)[O-])cc1OC was read as GPR151 activ 1.3, FBW7 activator -0.1, MITF inh -1 and TEAD-YAP block 48*.
For CCOc1ccc(NS(=O)(=O)c2ccc3c(c2)n(C)c(=O)n3C)cc1 the results were GPR151 activ 15*, FBW7 activator -0.1, MITF inh -7 and TEAD-YAP block 0.
CC(C)c1ccc(OCCOCCN2CCN(C)CC2)cc1 was read as GPR151 activ -1.8, FBW7 activator -0.2, MITF inh 59* and TEAD-YAP block -3.
For CSc1sc(C)cc1C1C(C(=O)Nc2cccc(C(F)(F)F)c2)=C(C)NC2=C1C(=O)CC(C)(C)C2 (stereo not given) the results were GPR151 activ 0.4, FBW7 activator 0.1, MITF inh 27 and TEAD-YAP block -13.
COc1ccc(NC(=O)CN2CCN(c3ccc(F)cc3)CC2)cc1OC was read as GPR151 activ -0.6, FBW7 activator -0.1, MITF inh -5 and TEAD-YAP block 3.
Screening CCN(CC)S(=O)(=O)c1ccc(N/N=C/c2ccc(C#N)cc2)c([N+](=O)[O-])c1 returned GPR151 activ -0.2, FBW7 activator 0.1, MITF inh 2 and TEAD-YAP block 11.
Screening CCOC(=O)NNC(=S)NC(=O)c1ccc(S(=O)(=O)N2CCCC2)cc1 returned GPR151 activ 0.5, FBW7 activator 0.3, MITF inh 17 and TEAD-YAP block 1.
`COc1cccc(C(=O)N2CCN3C(=O)[C@@H](CC(C)C)NC(=O)[C@H]3C2)c1` gave GPR151 activ -0.7, FBW7 activator -0.1, MITF inh -4 and TEAD-YAP block 5.
For Cc1cc(C)n2nc(SCn3nnc4ccccc4c3=O)nc2n1 the results were GPR151 activ 0.7, FBW7 activator -0.2, MITF inh 4 and TEAD-YAP block -7.
`O=C(Nc1cccc(NC(=O)c2ccccc2Cl)c1)c1ccc([N+](=O)[O-])o1` gave GPR151 activ -1.1, FBW7 activator 0.0, MITF inh -13 and TEAD-YAP block -11.
Screening O=S(=O)(Nc1ccc(Cl)cc1O)c1ccccc1 returned GPR151 activ 1.0, FBW7 activator 0.3, MITF inh -5 and TEAD-YAP block 8.
COC(=O)C1=C(C(=O)OC)[C@@H]2N(C)c3ccc(OC)cc3[C@@]23C[C@@H](C(=O)OC)N(C(=O)c2cccs2)C3=N1 was read as GPR151 activ -0.2, FBW7 activator 0.1 and MITF inh 10.
For O=C(O)COc1ccc(/C=N/n2cnnc2)cc1Cl the results were GPR151 activ -0.5, FBW7 activator 0.2, MITF inh 11 and TEAD-YAP block 4.
For COC(=O)c1ccc(COc2cccc3cc([N+](=O)[O-])cnc23)cc1 the results were GPR151 activ 2.3, FBW7 activator 0.0, MITF inh 9 and TEAD-YAP block 1.
`COc1ccc(N2C(=O)c3cccnc3C2Nc2ccccc2)cc1` (stereo not given) gave GPR151 activ 0.5, FBW7 activator 0.0, MITF inh -7 and TEAD-YAP block 12.
CCc1nn(CC(=O)NCc2ccccc2)c(=O)c2cccn12 was read as GPR151 activ -1.6, FBW7 activator 0.0, MITF inh 4 and TEAD-YAP block 8.
`O=C(Cn1nc2c3ccccc3ncn2c1=O)N1CCCC1` gave GPR151 activ 0.8, FBW7 activator -0.1, MITF inh -8 and TEAD-YAP block -10.
Screening COc1ccc(/C=C2\CS(=O)(=O)c3ccc(F)cc3C2=O)cc1 returned GPR151 activ -0.9, FBW7 activator -0.1, MITF inh -2 and TEAD-YAP block -26.
CCOC(=O)CNC(=O)N1CCN(c2cccc(Cl)c2)CC1 was read as GPR151 activ 2.8, FBW7 activator 0.0, MITF inh -40 and TEAD-YAP block -2.
`COc1ccc(OC)c(CC(=O)NC2(c3ccc4c(c3)OCO4)CCCC2)c1` gave GPR151 activ 0.4, FBW7 activator -0.1, MITF inh -7 and TEAD-YAP block 12.
`O=C(CN1CCCC1)N/N=C/c1c(O)ccc2ccccc12` gave GPR151 activ 0.0, FBW7 activator -1.8, MITF inh 58* and TEAD-YAP block 88*.
`CCOC(=O)c1ccc(Nc2nc3ccccc3nc2Nc2ccc(C(=O)OCC)cc2)cc1` gave GPR151 activ 1.1, FBW7 activator 0.8, MITF inh -5 and TEAD-YAP block -5.
CCOC(=O)c1c(NC(=O)CSc2nnc(N)s2)sc(C)c1C was read as GPR151 activ 3.1, FBW7 activator 0.0, MITF inh -8 and TEAD-YAP block -6.
Screening Cc1ccccc1NC(=O)/C(=C1\Nc2ccc([N+](=O)[O-])cc2N1)[N+](=O)[O-] returned GPR151 activ -0.3, FBW7 activator 0.9, MITF inh 18 and TEAD-YAP block 6.
Screening NC(=O)C1(N2CCCCC2)CCN(c2ccc(N3C(=O)COCC3=O)cc2[N+](=O)[O-])CC1 returned GPR151 activ -0.2, FBW7 activator 0.2, MITF inh 12 and TEAD-YAP block 12.
CCCN1CCC(NC(=O)CC2C(=O)NCCN2Cc2cccc(OC)c2)CC1 (stereo not given) was read as GPR151 activ 0.7, FBW7 activator 0.2, MITF inh -10 and TEAD-YAP block -7.
O=C(Oc1ccc(/C=N/NC(=O)c2ccccn2)cc1)c1ccc2c(c1)OCO2 was read as GPR151 activ 0.0, FBW7 activator 0.3, MITF inh 10 and TEAD-YAP block -15.
Screening COc1cc(Cl)c(C)cc1N1C(=O)[C@@H]2C[C@H]1CN2Cc1ccoc1 returned GPR151 activ 0.9, FBW7 activator -0.1, MITF inh 5 and TEAD-YAP block -4.
For Clc1cc(Nc2ccc3c(c2)OCO3)ncn1 the results were GPR151 activ -3.1, FBW7 activator 0.0, MITF inh 8 and TEAD-YAP block -12.
For CCOC(=O)c1ccccc1-c1cn2cc(Cl)ccc2n1 the results were GPR151 activ 1.3, FBW7 activator -0.1, MITF inh 1 and TEAD-YAP block -2.
For O=C(CCN1C(=O)COc2ccccc21)NCc1ccco1 the results were GPR151 activ -0.2, FBW7 activator 0.4, MITF inh 8 and TEAD-YAP block 15.
`O=C1c2cccc3cccc(c23)C(=O)N1CCOc1ccccc1` gave GPR151 activ 0.3, FBW7 activator 0.0, MITF inh -3 and TEAD-YAP block -30.
`CSc1nnc(C)c(=O)n1COC(=O)c1ccc(-c2ccccc2)cc1` gave GPR151 activ -2.0, FBW7 activator 0.0, MITF inh 11 and TEAD-YAP block 1.
Cc1cc2c(c(=O)[nH]1)C(=O)O/C2=C/c1cccc(F)c1 was read as GPR151 activ -0.9, FBW7 activator 0.1, MITF inh 6 and TEAD-YAP block -6.
For CCOCCCNCC(=O)Nc1ccccc1-c1ccccc1 the results were GPR151 activ -0.5, FBW7 activator 0.0, MITF inh 5 and TEAD-YAP block 1.
For O=C(Nc1ccc([N+](=O)[O-])cc1[N+](=O)[O-])C(Cl)(Cl)Cl the results were GPR151 activ -1.2, FBW7 activator 0.4, MITF inh 21 and TEAD-YAP block -2.
Screening COc1cccc(CN2CCC(C(=O)NC(C)(C)C)CC2)c1OC returned GPR151 activ -0.2, FBW7 activator -0.4, MITF inh 5 and TEAD-YAP block 1.
CCOC(=O)N1CCN(C(=O)c2sc3nc(C)nc(N4CCC(C)CC4)c3c2C)CC1 was read as GPR151 activ 4.5, FBW7 activator -0.1, MITF inh -18 and TEAD-YAP block -1.
For Cn1nccc1Nc1cc(N)ncn1 the results were GPR151 activ 0.9, FBW7 activator 0.1, MITF inh 0 and TEAD-YAP block 3.
CCOC(=O)c1c(/N=C(\C)Cn2nnc([N+](=O)[O-])n2)sc2c1CCC2 was read as GPR151 activ 1.4, FBW7 activator -0.2, MITF inh 2 and TEAD-YAP block 14.
CCOC(=O)c1oc2cccc(O)c2c1CN1CCOCC1 was read as GPR151 activ -0.9, FBW7 activator 0.0, MITF inh -1 and TEAD-YAP block 3.
For CCOC(=O)c1c(-c2cccs2)csc1NC(=O)COc1ccccc1 the results were GPR151 activ 0.8, FBW7 activator -0.1, MITF inh -12 and TEAD-YAP block -20.
For CCCN(CCC)c1ccc(/C=N/NC(=O)c2c(C)nnn2-c2nonc2N)cc1 the results were GPR151 activ -0.5, FBW7 activator 0.2, MITF inh 15 and TEAD-YAP block 22.
`Cc1cccc(C)c1NS(=O)(=O)c1ccc(NS(=O)(=O)c2ccc3c(c2)OCCO3)cc1` gave GPR151 activ 0.4, FBW7 activator 0.0, MITF inh -3 and TEAD-YAP block -1.
Screening CCCC(C)C(=O)Nc1ccc(S(=O)(=O)N(CCC)CCC)cc1 (stereo not given) returned GPR151 activ -1.1, FBW7 activator 0.2, MITF inh 8 and TEAD-YAP block -4.
Screening CC(NC(=O)CCc1ccccc1)C(=O)O (stereo not given) returned GPR151 activ 0.0, FBW7 activator -0.1, MITF inh 7 and TEAD-YAP block 1.
For Cn1c(=O)n(C)c2cc(S(=O)(=O)NCCCC(=O)O)ccc21 the results were GPR151 activ -0.2, FBW7 activator 0.3, MITF inh 5 and TEAD-YAP block 5.
CC1CCC(NC(=O)c2cc(Sc3ccc(F)cc3)nc3ccccc23)CC1 (stereo not given) was read as GPR151 activ 1.0, FBW7 activator 0.3, MITF inh 9 and TEAD-YAP block -26.
Screening COc1ccc(/C=C2\SC(=Nc3cccc(C)c3)N(c3cccc(C)c3)C2=O)cc1 returned GPR151 activ 0.4, FBW7 activator 0.1, MITF inh 7 and TEAD-YAP block 4.
For COCCn1c(=O)c2c(nc3n2CCCN3c2ccccc2OC)n(C)c1=O the results were GPR151 activ 0.8, FBW7 activator -0.2, MITF inh -6 and TEAD-YAP block 6.
Screening Cc1ccc(NC(=O)c2cc3c(CO)cnc(C)c3oc2=O)cc1 returned GPR151 activ 1.3, FBW7 activator 0.0, MITF inh 22 and TEAD-YAP block 1.
For CCn1cc(C(=O)N2CCN(c3cccc(C)c3C)CC2)c2cc(OC)c(OC)cc2c1=O the results were GPR151 activ 1.2, FBW7 activator 0.0, MITF inh 4 and TEAD-YAP block -2.
For CN(C)CCN(C)Cc1ccc2c(c1)Cc1ccccc1-2 the results were GPR151 activ -0.1, FBW7 activator 0.0, MITF inh 10 and TEAD-YAP block -8.
`Cc1sc(NC(=O)c2ccccc2)c(C(=O)NCc2cccnc2)c1C` gave GPR151 activ -1.4, FBW7 activator 0.9, MITF inh 20 and TEAD-YAP block -1.
CNc1c(NS(=O)(=O)c2ccc(Cl)c([N+](=O)[O-])c2)c(=O)oc2ccccc12 was read as GPR151 activ 0.1, FBW7 activator -0.3, MITF inh -4 and TEAD-YAP block -8.
For CC(=O)N1CCc2c(sc(NC(=O)/C=C/c3ccccc3Cl)c2C#N)C1 the results were GPR151 activ 0.9, FBW7 activator 0.0, MITF inh -3 and TEAD-YAP block 50*.
For O=C(NCCc1ccc(F)cc1)c1cccc(Br)c1 the results were GPR151 activ -0.3, FBW7 activator 0.1, MITF inh 2 and TEAD-YAP block -45.
Screening COc1cc(C2C3=C(CC(C)(C)CC3=O)Nc3ccccc3N2C(=O)Cc2ccccc2)cc(OC)c1OC (stereo not given) returned GPR151 activ -0.6, FBW7 activator -0.1, MITF inh 11 and TEAD-YAP block -2.
Screening CCCOC1CCCN(Cc2c(C(=O)N3CCCCCCC3)nc3sccn23)C1 (stereo not given) returned GPR151 activ 0.9, FBW7 activator 0.0, MITF inh -11 and TEAD-YAP block 0.
COCCN1C=C(C(=O)OC)C(c2ccc(Cl)cc2)C(C(=O)OC)=C1 was read as GPR151 activ -1.7, FBW7 activator 0.5, MITF inh 10 and TEAD-YAP block 12.

Molecules shown so far containing a thiophene ring, fused or not (eight):
For CSc1sc(C)cc1C1C(C(=O)Nc2cccc(C(F)(F)F)c2)=C(C)NC2=C1C(=O)CC(C)(C)C2 (stereo not given) the results were GPR151 activ 0.4, FBW7 activator 0.1, MITF inh 27 and TEAD-YAP block -13.
COC(=O)C1=C(C(=O)OC)[C@@H]2N(C)c3ccc(OC)cc3[C@@]23C[C@@H](C(=O)OC)N(C(=O)c2cccs2)C3=N1 was read as GPR151 activ -0.2, FBW7 activator 0.1 and MITF inh 10.
CCOC(=O)c1c(NC(=O)CSc2nnc(N)s2)sc(C)c1C was read as GPR151 activ 3.1, FBW7 activator 0.0, MITF inh -8 and TEAD-YAP block -6.
CCOC(=O)N1CCN(C(=O)c2sc3nc(C)nc(N4CCC(C)CC4)c3c2C)CC1 was read as GPR151 activ 4.5, FBW7 activator -0.1, MITF inh -18 and TEAD-YAP block -1.
CCOC(=O)c1c(/N=C(\C)Cn2nnc([N+](=O)[O-])n2)sc2c1CCC2 was read as GPR151 activ 1.4, FBW7 activator -0.2, MITF inh 2 and TEAD-YAP block 14.
For CCOC(=O)c1c(-c2cccs2)csc1NC(=O)COc1ccccc1 the results were GPR151 activ 0.8, FBW7 activator -0.1, MITF inh -12 and TEAD-YAP block -20.
`Cc1sc(NC(=O)c2ccccc2)c(C(=O)NCc2cccnc2)c1C` gave GPR151 activ -1.4, FBW7 activator 0.9, MITF inh 20 and TEAD-YAP block -1.
For CC(=O)N1CCc2c(sc(NC(=O)/C=C/c3ccccc3Cl)c2C#N)C1 the results were GPR151 activ 0.9, FBW7 activator 0.0, MITF inh -3 and TEAD-YAP block 50*.

Compounds as they come; overall some 3.4% were active at least once.
